# Bioassay records as filed in PubChem BioAssay.
# HIF-2a block – HIF-2a reporter inhibitors, primary screen, luminescence, 786-0 RCC cells; 786-0 RCC cells HIF-2a reporter, luciferase luminescence, overnight; inhibition, % at 18.8 µM; AID 624352, 2012; 360,000 compounds, 0.72% hits;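 active means inhibition of the luminescence signal of 40% or more relative to plate controls, in a single-dose primary screen at 18.75 µM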
# hiPSC survival – enhancers of single-cell hiPSC survival, primary screen, ATPlite luminescence | 100% = ROCK inhibitor wells, 0% = DMSO | survival enhancement, % at 20 µM | 360,000 compounds, 0.044% hits | AID 602274, 2012; in the data active means survival enhancement above about 18%;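 further: cells exposed to compounds for 16 hours before the ATP read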
# LMP1 NFkB inh – EBV LMP1-driven NF-kappaB luciferase reporter inhibitors, primary screen, cell-based, luminescence, single point | LMP1-induced NF-kappaB luciferase reporter cells | inhibition, % at 12.5 µM | 350,000 compounds, 0.69% hits; in the data active means inhibition above about 41%;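 further: 0% = neutral control wells and 100% = reference inhibitor control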
# NR2E3 ag-1 – NR2E3 agonists in two-hybrid cells, primary screen, cell-based, luminescence, CHO-S, Gal4-NCOR/VP16-NR2E3 | AID 602229, 2012 | Photoreceptor-specific nuclear receptor (Homo sapiens), Q9Y5X4 | luciferase | inhibition of corepressor binding, % at 3.98 µM | 360,000 compounds, 0.35% hits;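 active means inhibition above the mean of all tested compounds plus 3 SD, cut at about 70% in these data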;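 further: 0% = DMSO with NR2E3 transfected cells and 100% = cells lacking NR2E3 construct; higher means lower luciferase signal from less NR2E3 corepressor binding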
# Target sequence (Q9Y5X4 whole entry, looked up, the tested form may be a part): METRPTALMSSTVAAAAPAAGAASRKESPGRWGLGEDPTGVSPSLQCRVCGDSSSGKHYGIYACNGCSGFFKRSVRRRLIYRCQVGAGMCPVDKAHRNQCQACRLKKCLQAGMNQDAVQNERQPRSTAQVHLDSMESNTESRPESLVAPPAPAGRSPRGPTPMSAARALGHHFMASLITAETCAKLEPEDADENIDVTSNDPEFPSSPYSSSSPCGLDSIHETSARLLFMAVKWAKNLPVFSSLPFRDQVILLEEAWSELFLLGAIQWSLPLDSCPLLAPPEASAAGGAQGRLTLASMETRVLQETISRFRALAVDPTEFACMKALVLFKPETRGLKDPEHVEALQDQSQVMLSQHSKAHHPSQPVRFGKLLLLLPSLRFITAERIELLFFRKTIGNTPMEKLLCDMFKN
# KKLEB tox – cytotoxicity in KKLEB CF airway cells, primary screen, cytotoxicity control for CF NF-kB inhibitor project, cell-based, uHTS, fluorescence assay plates | KKLEB CF airway cells viability, ATPlite luminescence, overnight; active compounds read low; cells stimulated with P. aeruginosa culture filtrate | activity change (cytotoxicity), % at 5 µM | 360,000 compounds, 0.36% hits;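 active means corrected activity change at or below -50% at 5 µM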
# MITF TRPM1 inh – inhibitors of MITF-dependent TRPM1 promoter reporter, primary screen, cell-based, SK-MEL-5, single point, luciferase; SK-MEL-5 TRPM1 promoter luciferase, 24 h; 330,000 compounds, 0.83% hits; AID 488899, 2010; inhibition, % at 12.5 µM;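 active means mean inhibition across replicates of 60% or more, whatever share of single replicates reaches that level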; further: values of inactives mirror those of a sister screen read the other way
# Peg3 prom inh – Peg3 promoter-driven luciferase inhibitors, primary screen, cell-based, HeLa, luciferase luminescence. AID 588405, 2011. inhibition, % at 20 µM. 360,000 compounds, 1.7% hits. HeLa PEG-Prom luciferase reporter, overnight;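 active means inhibition of at least 50% at 20 µM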
# C8 TRAIL sens – viability loss with TRAIL in NB7+C8 cells, primary screen, TRAIL sensitizer project, cell-based, ATPlite luminescence; inhibition (viability loss, TRAIL sensitization), % at 10 µM; 360,000 compounds, 1% hits; AID 624354, 2012;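 active means compounds causing at least 50% loss of cell viability in the single-dose screen, relative to plate controls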
# CF NFkB inh – inhibitors of PAF-induced NF-kB signaling, primary screen, cell-based, GFP fluorescence, uHTS; KKLEB NF-kB-GFP reporter, GFP fluorescence overnight; 360,000 compounds, 0.86% hits; inhibition, % at 5 µM; AID 588850, 2011;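 active means at least 50% inhibition at 5 µM, scaled per plate between neutral and stimulator controls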;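 further: PAF is a Pseudomonas aeruginosa culture filtrate used as stimulus; plate controls were PAF-stimulated DMSO wells for no effect and unstimulated DMSO wells for full effect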
# Shn3 3UTR inh – reduction of Shn3 3'UTR firefly luciferase signal, primary screen, Schnurri-3 inhibitor project, cell-based, Clone20 osteoblasts, set 2; Clone20 osteoblast Shn3 3'UTR firefly luciferase, 24 h; 360,000 compounds, 0.52% hits; inhibition, % at 12.5 µM;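 active means mean inhibition of at least 75% with every replicate also reaching 75%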;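 further: 0% = median of neutral control wells and 100% = pilot-screen positive control compound; some compounds past the cut are filed as inactive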
# NR2E3 ag-2 – inhibitors of NR2E3-RetCOR corepressor binding, primary screen, NR2E3 agonist project, biochemical, TR-FRET, GST-NR2E3, biotin-RetCOR. Photoreceptor-specific nuclear receptor (Homo sapiens), Q9Y5X4. 1536-well. inhibition of corepressor binding, % at 4.78 µM. 320,000 compounds, 0.12% hits. AID 2300, 2010;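 active means percent inhibition above the cutoff of mean plus 3 SD of all tested compounds, set per screening campaign, cut at about 20% in these data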;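 further: 0% = DMSO wells and 100% = biotin wells as full block of FRET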
#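 System: GST-tagged NR2E3 plus biotinylated RetCOR corepressor; Buffer or medium: pH 7.5 Tris-based buffer; Probe or stimulus: RetCOR corepressor, biotinylated, 7 nM; Doses: compound at 4.8 µM, single dose; Schedule: 5 h incubation at 4 °C; Technique: time-resolved FRET; Evaluation: percent inhibition of TR-FRET ratio; Replication: one well per compound, singlicate testing.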
# An asterisk follows results filed as active; . = not tested or not shown.
(1) CCc1cc2c3c(c(=O)oc2cc1OC)CCCC3
(2) Cc1ccc(F)cc1NC(=O)CSc1nc(Nc2ccccc2)nc(N2CCOCC2)n1
(3) Cc1ccc(Oc2ccc(Oc3ccc(C)cc3)nn2)cc1
(4) COP(=O)(c1ccc(N(C)C)cc1)C(O)c1ccccc1 (stereo unspecified)
(5) CC(C)NCCCCOc1cccc(Br)c1
(6) CCOC(=O)c1c(C)[nH]c(C(=O)COC(=O)c2oc3ccccc3c2C)c1C

screen / no.,1,2,3,4,5,6
HIF-2a block,-13.8,16.4,-44.7,11.8,23.1,8.8
hiPSC survival,-0.8,-0.5,3.6,0.1,-1.2,0.8
LMP1 NFkB inh,9.5,3.1,-5.5,1.2,8.5,9.5
NR2E3 ag-1,-47.9,9.2,-54.6,-7.5,-12.0,-2.9
KKLEB tox,-7.1,-0.1,-13.0,-7.3,8.0,-26.3
MITF TRPM1 inh,5.7,-21.5,-20.5,-13.7,-5.2,-1.6
Peg3 prom inh,-9.6,8.4,-43.4,-13.7,6.4,10.5
C8 TRAIL sens,-4.3,29.2,-14.4,-25.9,-8.0,-3.9
CF NFkB inh,8.3,15.6,7.6,2.0,-9.7,17.3
Shn3 3UTR inh,4.3,22.7,-18.6,3.3,-4.7,-1.5
NR2E3 ag-2,0.8,1.5,-0.7,1.7,-1.2,-1.0

(7) N#CCSc1nc(N)c(C#N)c(C2CCCCC2)c1C#N
(8) Cc1sc(N/N=C/C=C/c2ccccc2)nc1-c1ccccc1
(9) CCc1nnc(NC(=O)CSc2nnc(-c3c[nH]c4ccccc34)n2CCOC)s1
(10) CC(=O)c1sc(-c2ccc(Cl)cc2)cc1N
(11) CC(C)(CO)NCC#Cc1ccccc1
(12) O=C(O)c1cccc2c1C(=O)c1ccc(N3CCN(Cc4ccc5c(c4)OCO5)CC3)cc1S2(=O)=O

screen / no.,7,8,9,10,11,12
HIF-2a block,12.9,-144.3,11.9,-154.1,9.1,-4.4
hiPSC survival,-1.7,3.9,1.5,0.6,1.4,0.6
LMP1 NFkB inh,-5.1,2.9,17.1,-17.4,-2.3,4.5
NR2E3 ag-1,15.8,-10.1,17.6,-35.2,-1.9,-18.6
KKLEB tox,-17.0,2.4,-3.7,4.9,-20.6,-5.6
MITF TRPM1 inh,-12.9,-6.0,5.5,-34.4,-2.6,.
Peg3 prom inh,32.1,-34.4,-3.1,-96.0,-1.3,4.2
C8 TRAIL sens,-5.1,7.5,-5.7,5.3,-1.6,9.3
CF NFkB inh,18.6,-14.7,22.1,-16.6,7.1,-22.9
Shn3 3UTR inh,-12.9,14.4,-29.2,-12.7,-13.8,-28.5
NR2E3 ag-2,-0.3,-0.8,-1.2,-4.4,2.1,.

(13) O=C(CCCN1C(=O)/C(=C/c2ccco2)SC1=S)Nc1ccccc1C(=O)O
(14) CN(C)c1ccc(/C=N/Nc2nncc3ccccc23)cc1
(15) O=C(C[C@H]1C(=O)N(CCc2ccccc2)C[C@@H]1Cc1ccccc1)Nc1ccc(Br)cc1
(16) CC(C(=O)OCC(=O)c1ccccc1)N1C(=O)C2C3CCC(C3)C2C1=O (stereo unspecified)
(17) CCOc1cc(CNc2ccc(N3CCOCC3)cc2)cc(Br)c1OCC
(18) CC(C)(C)c1ccc(-c2n[nH]c(=S)n2CCCN2CCOCC2)cc1

screen / no.,13,14,15,16,17,18
HIF-2a block,10.3,-190.1,-0.6,-3.0,26.2,18.1
hiPSC survival,-0.4,-0.6,3.4,2.0,7.0,0.3
LMP1 NFkB inh,-7.1,-9.7,2.1,0.5,5.5,-1.7
NR2E3 ag-1,-6.8,-157.0,0.2,3.6,-14.0,-6.1
KKLEB tox,7.6,-11.5,-6.5,1.3,3.1,4.2
MITF TRPM1 inh,-10.0,-40.1,.,1.8,11.9,4.4
Peg3 prom inh,-0.8,-96.1,19.4,-0.3,14.8,11.9
C8 TRAIL sens,8.8,65.8*,18.2,1.3,-3.9,-2.7
CF NFkB inh,33.9,-38.8,10.1,5.8,3.9,-2.1
Shn3 3UTR inh,-10.6,-46.5,-21.0,-16.1,4.7,-27.9
NR2E3 ag-2,3.0,5.2,.,-0.3,-2.0,1.6

# A draw from above in order of count of non-hydrogen atoms, rising.
(11) CC(C)(CO)NCC#Cc1ccccc1
(10) CC(=O)c1sc(-c2ccc(Cl)cc2)cc1N
(7) N#CCSc1nc(N)c(C#N)c(C2CCCCC2)c1C#N
(3) Cc1ccc(Oc2ccc(Oc3ccc(C)cc3)nn2)cc1
(16) CC(C(=O)OCC(=O)c1ccccc1)N1C(=O)C2C3CCC(C3)C2C1=O (stereo unspecified)
(17) CCOc1cc(CNc2ccc(N3CCOCC3)cc2)cc(Br)c1OCC
(6) CCOC(=O)c1c(C)[nH]c(C(=O)COC(=O)c2oc3ccccc3c2C)c1C
(9) CCc1nnc(NC(=O)CSc2nnc(-c3c[nH]c4ccccc34)n2CCOC)s1

screen / no.,11,10,7,3,16,17,6,9
HIF-2a block,9.1,-154.1,12.9,-44.7,-3.0,26.2,8.8,11.9
hiPSC survival,1.4,0.6,-1.7,3.6,2.0,7.0,0.8,1.5
LMP1 NFkB inh,-2.3,-17.4,-5.1,-5.5,0.5,5.5,9.5,17.1
NR2E3 ag-1,-1.9,-35.2,15.8,-54.6,3.6,-14.0,-2.9,17.6
KKLEB tox,-20.6,4.9,-17.0,-13.0,1.3,3.1,-26.3,-3.7
MITF TRPM1 inh,-2.6,-34.4,-12.9,-20.5,1.8,11.9,-1.6,5.5
Peg3 prom inh,-1.3,-96.0,32.1,-43.4,-0.3,14.8,10.5,-3.1
C8 TRAIL sens,-1.6,5.3,-5.1,-14.4,1.3,-3.9,-3.9,-5.7
CF NFkB inh,7.1,-16.6,18.6,7.6,5.8,3.9,17.3,22.1
Shn3 3UTR inh,-13.8,-12.7,-12.9,-18.6,-16.1,4.7,-1.5,-29.2
NR2E3 ag-2,2.1,-4.4,-0.3,-0.7,-0.3,-2.0,-1.0,-1.2

(2) Cc1ccc(F)cc1NC(=O)CSc1nc(Nc2ccccc2)nc(N2CCOCC2)n1
(12) O=C(O)c1cccc2c1C(=O)c1ccc(N3CCN(Cc4ccc5c(c4)OCO5)CC3)cc1S2(=O)=O

screen / no.,2,12
HIF-2a block,16.4,-4.4
hiPSC survival,-0.5,0.6
LMP1 NFkB inh,3.1,4.5
NR2E3 ag-1,9.2,-18.6
KKLEB tox,-0.1,-5.6
MITF TRPM1 inh,-21.5,.
Peg3 prom inh,8.4,4.2
C8 TRAIL sens,29.2,9.3
CF NFkB inh,15.6,-22.9
Shn3 3UTR inh,22.7,-28.5
NR2E3 ag-2,1.5,.

# The main list resumes, starting 2 compounds before the break.
(17) CCOc1cc(CNc2ccc(N3CCOCC3)cc2)cc(Br)c1OCC
(18) CC(C)(C)c1ccc(-c2n[nH]c(=S)n2CCCN2CCOCC2)cc1
(19) O=C(CCc1ccccc1)NNC(=O)c1ccc(Cl)cc1
(20) Cc1ccc(S(=O)(=O)Nc2cc(=O)[nH]c(SCC(=O)Nc3cccc(C(F)(F)F)c3)n2)cc1
(21) NC(=O)c1ccc(Cn2c(C(=O)c3cc(Cl)c(N)c(Cl)c3)c3ccccc3[n+]2[O-])cc1
(22) COc1ccc2c(CC(=O)Nc3ccc(OC)c(NS(=O)(=O)c4ccc(F)cc4)c3)coc2c1
(23) COc1ccc(CCNC(=O)COC(=O)C2=NNC(=O)CC2)cc1

screen / no.,17,18,19,20,21,22,23
HIF-2a block,26.2,18.1,21.4,5.0,-104.7,9.9,-0.2
hiPSC survival,7.0,0.3,-0.1,-0.1,1.7,5.7,0.5
LMP1 NFkB inh,5.5,-1.7,-9.7,-6.6,-15.5,1.0,-1.3
NR2E3 ag-1,-14.0,-6.1,1.1,-9.4,-33.4,-21.8,8.8
KKLEB tox,3.1,4.2,5.2,-0.3,-20.8,6.8,13.9
MITF TRPM1 inh,11.9,4.4,-6.5,0.3,23.8,0.0,.
Peg3 prom inh,14.8,11.9,8.3,14.1,-37.7,6.3,-1.6
C8 TRAIL sens,-3.9,-2.7,2.8,7.8,-0.3,0.6,-2.7
CF NFkB inh,3.9,-2.1,3.4,0.8,11.4,5.9,-19.9
Shn3 3UTR inh,4.7,-27.9,18.1,13.6,-11.5,19.5,20.1
NR2E3 ag-2,-2.0,1.6,4.0,.,-0.6,3.2,.

# Some of the compounds tested. The share of hits here may be higher or lower than overall.
